Compound activity from PubChem.
N370S GC mod: inhibits or activates N370S mutant glucocerebrosidase | N370S GC spleen homogenate, 4MU-glucoside fluorescence | Potency, µM (series often up to 59.4 µM), without a hit: at the highest dose activity change, negative = inhibition, actives largely listed as inhibitors | 330,000 compounds, 0.092% hits;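 note: 0% = full enzyme activity and -100% = no enzyme basal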
TDP1 block: blocks human tyrosyl-DNA phosphodiesterase 1. Q9NUW8. recombinant TDP1, AlphaScreen DNA substrate cleavage. Potency, µM (highest dose often 130 µM), inactives show top-dose activity change, negative = inhibition, usual class: inhibitors. 350,000 compounds, 0.28% hits. AID 485290; note: nearly all actives have a fitted effect of over 40% in size
Target sequence (Q9NUW8 whole entry, looked up): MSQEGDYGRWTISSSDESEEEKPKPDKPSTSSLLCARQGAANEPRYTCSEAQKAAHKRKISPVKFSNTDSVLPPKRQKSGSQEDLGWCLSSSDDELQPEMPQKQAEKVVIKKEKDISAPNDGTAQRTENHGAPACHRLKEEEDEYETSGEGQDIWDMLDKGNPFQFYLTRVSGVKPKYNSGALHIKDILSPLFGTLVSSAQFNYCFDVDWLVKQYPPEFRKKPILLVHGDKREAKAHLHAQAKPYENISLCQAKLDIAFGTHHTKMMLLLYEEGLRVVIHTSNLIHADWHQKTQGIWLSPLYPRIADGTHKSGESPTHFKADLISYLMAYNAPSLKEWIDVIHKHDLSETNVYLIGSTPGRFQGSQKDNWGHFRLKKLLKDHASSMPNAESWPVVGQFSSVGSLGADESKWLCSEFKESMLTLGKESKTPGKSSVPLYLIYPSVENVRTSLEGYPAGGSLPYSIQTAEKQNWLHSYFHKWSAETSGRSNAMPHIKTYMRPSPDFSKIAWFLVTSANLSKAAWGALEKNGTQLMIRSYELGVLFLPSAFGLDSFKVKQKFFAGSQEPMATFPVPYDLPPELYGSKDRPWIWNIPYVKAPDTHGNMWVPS
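Here, a 5' biotin and 3' phosphotyrosine-FITC DNA oligonucleotide reports Tdp1 activity: intact substrate bridges AlphaScreen beads, while cleavage leaves a 3' phosphate and drops signal. All incubations at room temperature.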
FEN1 inhibitor: human FEN1 inhibition. P39748. Recombinant FEN1 flap cleavage, fluorescence, 15 min. Potency, µM (doses to about 114 µM), for the others: top-dose activity change, negative = inhibition, most hits filed as inhibitors. 390,000 compounds, 0.35% hits; note: nearly all actives have a fitted effect of over 65% in size
Target sequence (P39748 whole entry, looked up): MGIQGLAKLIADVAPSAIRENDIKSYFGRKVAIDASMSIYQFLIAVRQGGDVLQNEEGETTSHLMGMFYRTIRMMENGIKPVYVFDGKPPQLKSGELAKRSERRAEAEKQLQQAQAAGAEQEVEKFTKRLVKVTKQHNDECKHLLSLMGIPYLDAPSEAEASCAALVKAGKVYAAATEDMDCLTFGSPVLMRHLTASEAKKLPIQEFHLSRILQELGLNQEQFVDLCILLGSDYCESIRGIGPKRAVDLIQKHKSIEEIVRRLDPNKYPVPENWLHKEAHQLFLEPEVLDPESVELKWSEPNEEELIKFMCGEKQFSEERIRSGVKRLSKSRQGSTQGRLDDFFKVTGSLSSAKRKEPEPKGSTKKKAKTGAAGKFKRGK
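Compounds are tested as a concentration series against 10 nM FEN1; after a 15 min room-temperature preincubation, 50 nM substrate starts cleavage, with plate reads at 0 and 15 min. Normalized responses are fitted by a Hill equation.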
An asterisk follows results filed as active; ? = inconclusive; / = no result given; & = joins results of further samples; [ ] = dose if it differs, or a comment. Calls come from the whole dose curve; as a rule, active = well fitted curve in the direction sought with a large enough effect; inconclusive = small, poorly fitted or top-dose-only effect, or another doubt; inactive = no such curve, though single readings can be large; an effect the other way counts as inactive or inconclusive. Unless noted, % is set by controls: 0 for no effect and ±100 for the full control effect; potency is the fitted concentration of half-maximal effect.

Second line of a record – N370S GC mod	TDP1 block	FEN1 inhibitor
- COc1ccc(S(=O)(=O)c2ccc(O)cc2)cc1
→ 7%	2%	-7%
- Cc1ccc(S(=O)(=O)CC(c2ccccc2)N2CCCCC2)cc1 (stereo not given)
→ -18%	-9%	-13%
- CC(C)NC(=O)C1CCCN(S(=O)(=O)c2ccc3c(ccn3C)c2)C1 (stereo not given)
→ /	5%	7%
- CC1=NNC(=O)C1CCC(=O)N/N=C/c1ccc(Cl)cc1Cl (stereo not given)
→ -2%	6%	-6%
- Cc1ccc(-c2nnc(NC(=O)c3ccc4c(c3)OCCO4)o2)c(C)c1
→ /	8%	24%
- COc1ccc(N2C(=O)c3ccc(C(=O)Nc4cc(OC)ccc4OC)cc3C2=O)cc1
→ -9%	/	5%
- Oc1ccc[n+](/C=C\c2ccccc2)c1
→ -1%	8%	11%
- O=C(c1ccc2c(c1)OCO2)N1CCc2ccccc21
→ 0%	6%[0.0935 µM]	-6%
- Cc1cc(NC(=O)CCC(=O)N(C(C(=O)NC(C)(C)C)c2ccccc2Cl)C(C)(C)C)no1 (stereo not given)
→ -5%	6%[0.0935 µM]	5%
- Cn1ncc(Cl)c1C(=O)N1CCN(c2ccc(F)cc2)CC1
→ -9%	3%	1%
- CCN(CC)c1ccc(/C=C2\SC(N)=NC2=O)cc1
→ -3%	3%	15%
- O=C(O)/C=C/C(=O)NCCC(c1ccccc1)c1ccccc1
→ -21%	1%	4%
- Cc1cccc(C(=O)Nc2ccc(S(=O)(=O)N3CCOCC3)cc2C)c1
→ 2%	/	-3%
- N#CCCn1cc(/C=N/NC(N)=S)c(-c2ccc(-c3ccccc3)cc2)n1
→ -17%	8%	-3%
- COc1ccc(S(=O)(=O)N(CCO)c2ccccc2CN(C)C/C=C/c2ccc(Cl)cc2)cc1
→ ?	7%	/
- COc1ccc(N2CCN(C(CNC(=O)C(=O)NCCC3=CCCCC3)c3ccco3)CC2)cc1 (stereo not given)
→ -2%	4%	5%
- COc1cc(C2C(C#N)=C(N)Oc3cc(C)n(CCN4CCOCC4)c(=O)c32)cc(OC)c1OC (stereo not given)
→ ?	-8%	1%
- CN(C)C(=O)c1cc(S(=O)(=O)N(C)C)c(Cl)cc1N1CCCC1
→ 11%	-2%	-11%
- CCc1ccc(Nc2cc(C(=O)NCCCN3CCOCC3)c3ccccc3n2)cc1
→ ?	5%	-4%
- Cc1ccc(NC(=O)CN2CCc3cc4c(cc3C2)OCCCO4)cc1
→ -3%	4%	9%

(cont.)
Second line of a record – N370S GC mod	TDP1 block	FEN1 inhibitor
- Nc1ccnc(=O)[nH]1
→ 2%	/	-3%
- CCCC1CCC(c2nc(-c3cccnc3)no2)CC1 (stereo not given)
→ 4%	2%	-14%
- Cc1ccccc1C(=O)NCC(=O)NCC1(N2CCOCC2)CCCCC1
→ -6%	1%	6%
- O=C(Nc1ccc2c(c1)OCO2)c1cc(-c2ccncc2)nc2ccccc12
→ -6%	5%	-16%
- COCC(=O)Nc1ccc([N+](=O)[O-])cc1OC
→ 1%	8%	5%
- NS(=O)(=O)c1ccc(NC(=S)NC2CC2)cc1
→ 0%	-5%	-13%
- Cn1c(NC(=O)c2cc(Br)ccc2Cl)cc(=O)n(C)c1=O
→ -2%	0%	13%
- O=C(NCc1ccncc1)C(=O)Nc1ccc2c(c1)OCO2
→ 4%	0%	-7%
- COC(=O)c1cc2sc(C)cc2n1Cc1nc(-c2cccc(Br)c2)oc1C
→ /	5%	-2%
- O=C(CSCCc1ccccn1)Nc1cccnc1
→ 3%	5%	-2%
- CCOC(=O)c1ccc(NC(=O)c2c(NCc3ccc(OC)c(OC)c3OC)sc3c2CCC(C)C3)cc1 (stereo not given)
→ /	10%	-8%
- CC(C)(C)c1ccc(C(=O)Nc2ccc3nc(SCC(=O)N4CCCC4)sc3c2)cc1
→ /	2%	-4%
- COc1cc(NC(=O)CN(c2ccc(C)cc2)S(=O)(=O)c2c(C)nn(C)c2C)cc(OC)c1
→ 7%	7%	-2%
- O=c1cc(-c2ccccc2O)oc2ccc3ccccc3c12
→ 5%	13%[56.1 µM]	/
- CCOc1ccc(/C=N/NC(=O)C(C)N(c2ccc(OC)cc2)S(C)(=O)=O)cc1 (stereo not given)
→ -7%	5%	3%
- O=C(Oc1ccccc1)N1CCN(C(=O)c2ccco2)CC1
→ -11%	/	-3%
- COc1ccc2[nH]c(=O)c(CN(C(C)=O)c3ccc(C)c(C)c3)cc2c1
→ 18%	/	5%
- CC(C)N(C(=O)COc1ccc(Br)cc1Cl)C(C)C
→ 6%	4%	-7%
- CCCCNC(=O)CSc1nc2cc(OC)c(OC)cc2c(=O)n1Cc1ccc(OC)cc1
→ 15%	0%	-9%
- O=S(=O)(c1ccc(Cl)cc1)N1CCN(c2nc(Nc3cc(Cl)ccc3O)nc3ccccc23)CC1
→ /	2%[96 µM]	-15%[80.7 µM]

The list continues:
Second line of a record – N370S GC mod	TDP1 block	FEN1 inhibitor
- CC(C)c1cc(NCCOCCO)n2c(nc3ccccc32)c1C#N
→ ?	/	5%
- Clc1ccc(NCc2nnc3n2CCCCC3)cc1
→ 3%	4%	-7%
- COc1cc(NC(=O)c2cccnc2)c(Cl)cc1NC(=O)c1ccc(Cl)cc1
→ -1%	2%	0%
- O=C(CSc1nnc(C2COc3ccccc3O2)o1)N1CCOCC1 (stereo not given)
→ -27%	6%	33%
- Cc1cc(C)cc(-n2c(O)c(C=NC3CCS(=O)(=O)C3)c3ccccc3c2=O)c1 (stereo not given)
→ -7%	3%	0%
- O=C(NCc1cccc(Br)c1)c1ccc(NC(=O)N2CCCCc3ccccc32)cc1
→ /	-1%	3%
- CC(=O)Oc1ccc(C2(c3ccc(OC(C)=O)cc3)C(=O)Nc3ccccc32)cc1
→ 3%	5%&1%	/
- Cc1ccc(-n2nc(C(=O)Nc3ccc(F)cc3F)c3c4ccccc4n(C)c3c2=O)cc1
→ /	-12%	-10%
- CN(CCNC(=O)C1CCN(S(=O)(=O)c2cnc[nH]2)CC1)Cc1ccccc1
→ -8%	3%	10%
- CCN(CC)S(=O)(=O)c1ccc(O)c(C(=O)OCC(=O)N2CCCC2)c1
→ 0%	-9%	2%
- O=C(C1COc2ccccc2O1)N1CCN(c2ccc(C(F)(F)F)cn2)CC1 (stereo not given)
→ /	-9%	-20%
- COc1cc(NC(=O)c2noc3c2CC(C)CC3)c(OC)cc1Cl (stereo not given)
→ /	5%	-1%
- COCCCN(C(=O)c1cc(Cl)nc2ccccc12)c1c(N)n(Cc2ccccc2)c(=O)[nH]c1=O
→ -12%	-4%	0%
- Cc1ccc(C)c(OCCC(=O)N2CCN(S(=O)(=O)c3cc(C)ccc3C)CC2)c1
→ -7%	/	7%
- COc1cccc(C(=O)Nc2nnc(SCC(=O)NC3CCCC3)s2)c1
→ -12%	2%	-2%
- COc1ccccc1NC(=O)CSc1nc2sc3c(c2c(=O)n1-c1ccccc1)CCN(C)C3
→ ?	5%	-2%
- COc1ccc(OC)c(C2=Nn3c(nnc3-c3ccccc3C)SC2)c1
→ 12%	11%	/
- Cc1cc(C)c(NC(=O)c2ccoc2C)c(C)c1
→ 6%	2%	0%
- O=C(COc1ccc(S(=O)(=O)NC2CCCCC2)cc1Cl)NCc1cccnc1
→ 7%	2%	-5%
- CCc1nnc(NC(=O)CSc2nnc(-c3ccco3)o2)s1
→ -2%	0%	-6%

Additional entries.
Second line of a record – N370S GC mod	TDP1 block	FEN1 inhibitor
- Cc1ccc(S(=O)(=O)N[C@H]2COC(=O)[C@@H](C)COC(=O)[C@H](C)NC(=O)C/C=C\[C@H]2C)cc1
→ 0%[12.8 µM]	2%[21 µM]	/
- Cc1ccccc1-n1c(Cn2c(=O)sc3ccccc32)nnc1SCC(N)=O
→ 9%	5%	13%
- CCn1nnnc1SCC(=O)c1cc(OC)ccc1OC
→ -4%	4%	-7%
- O=C(Nc1cnccn1)C1c2ccccc2Oc2ccccc21
→ -2%	2%	-1%
- Cc1ccc(C(=O)NCCCNC(=O)Cc2ccccc2)cn1
→ -2%	0%	4%
- CCOc1ccc(N2CC(C(=O)Nc3ccc(S(=O)(=O)N4CCOCC4)cc3)CC2=O)cc1 (stereo not given)
→ 18%	2%	-3%
- CCOc1ccccc1CNc1ccc2cc(S(=O)(=O)N3CCC(C)CC3)ccc2n1
→ /	0%	-11%
- O=C(COC(=O)C1CCN(S(=O)(=O)c2ccc3c(c2)OCCO3)CC1)Nc1ccc(C(F)(F)F)cc1
→ 7%	5%	-22%
- Cc1nc2sc(C(c3ccc(Br)cc3)N3CC(C)OC(C)C3)c(O)n2n1 (stereo not given)
→ 2%	-3%	-1%
- CCN1C(=O)C(O)(CC(=O)/C=C/C=C/c2ccccc2)c2ccccc21 (stereo not given)
→ -29%	6%	-6%
- COc1ccc(-c2csc(NC3CCCCC3)n2)c(OC)c1
→ 3%	-7%[0.0935 µM]	2%
- CC(C)(C)OC(=O)N1CCCC(C(=O)CC#N)C1 (stereo not given)
→ -5%	5%	-13%
- CCCCC(=O)Nc1cc(NC(=O)CCCC)cc(C(=O)O)c1
→ 4%	3%	-5%
- COc1ccc(NC(=O)Cc2ccccc2F)cn1
→ -6%	1%	2%
- COC(=O)c1ccn(-c2nc(-c3ccc(Cl)cc3)cc(C(F)(F)F)n2)n1
→ /	-1%	-21%
- Cc1sc2nc(CC(=O)NN)[nH]c(=O)c2c1C
→ -5%	3%	-10%
- CCc1nnc(NC(=O)C2CCCN2S(=O)(=O)c2ccccc2)s1 (stereo not given)
→ 6%	-1%	-2%
- CCCN1CNc2c(c(=O)[nH]c(=S)n2CCc2ccc(Cl)c(Cl)c2)C1
→ /	-7%	13%
- CC(C)c1ccc2c(c1)C(c1cccs1)=NNC(c1ccncc1)=N2
→ -17%	7%	-5%
- O=C(CSc1ncn(-c2ccccc2)n1)Nc1nc2c(s1)CCCC2
→ ?	-4%	-16%

Laid out differently: 3 of the compounds above.
mol,N370S GC mod,TDP1 block,FEN1 inhibitor
CC(=O)Oc1ccc(C2(c3ccc(OC(C)=O)cc3)C(=O)Nc3ccccc32)cc1,3%,5%&1%,/
CC(C)c1ccc2c(c1)C(c1cccs1)=NNC(c1ccncc1)=N2,-17%,7%,-5%
COC(=O)c1cc2sc(C)cc2n1Cc1nc(-c2cccc(Br)c2)oc1C,/,5%,-2%

Later entries
Second line of a record – N370S GC mod	TDP1 block	FEN1 inhibitor
- CC(=O)c1cccc(NC(=O)N2CCCC2C(=O)Nc2ccccc2C)c1 (stereo not given)
→ 3%	2%	15%
- COc1ccccc1CC(=O)NCC1CCCO1 (stereo not given)
→ 8%	4%	9%
- CS(=O)(=O)c1nc(S(=O)(=O)c2ccc(Cl)cc2)c(N2CCCCCC2)s1
→ -8%	4%	-2%
- COc1ccc(S(=O)(=O)NCCSc2ccccc2)cc1OC
→ 8%	5%	-3%
- COC(=O)CSc1nc(N)nc(C)c1Br
→ 8%	2%	1%
- CCOC(=O)C1=CNS(=O)(=O)NC1c1ccc2ccccc2c1 (stereo not given)
→ /	1%[56.1 µM]	4%
- Cc1cc(C)nc(N/N=C/C(Cl)=C/c2ccccc2)n1
→ /	-1%	6%
- Cc1c2cnn(-c3ccccc3)c(=O)c2c(C)n1CC(=O)NCc1ccccc1
→ /	3%	-7%
- COc1ccc(NC(=O)CN2CCN(Cc3ccccc3)S2(=O)=O)c(OC)c1
→ /	6%	-3%
- CC(=O)C1=C(C)NC(SCC(N)=O)=C(C#N)C1c1cccs1 (stereo not given)
→ 19%	8%	-12%
- O=C(CN1C(=O)NC2(CCCCC2)C1=O)Nc1cc(C(F)(F)F)ccc1N1CCOCC1
→ -12%	-1%	-1%
- CC(=O)Nc1ccc(S(=O)(=O)NCc2ccncc2)cc1
→ 6%	2%	-13%
- CCCCNC(=O)c1sc2ncccc2c1-n1cccc1
→ /	5%	0%
- CCCn1c(=O)c2sccc2n2c(CCCC(=O)NCCOC)nnc12
→ /	-8%	-9%
- COc1ccc2[nH]c(-c3ccc(F)cc3F)cc(=O)c2c1
→ 13%[89.1 µM]	5%	/
- O=C(CCSc1nc(-c2ccc3c(c2)OCO3)cc(C(F)(F)F)n1)NCc1ccccc1
→ 12%	1%	4%
- O=C(c1ccc2nc(Cc3cccc(Cl)c3)oc2c1)N1CCC[C@H]1CO
→ -26%	2%	19%
- O=C(NCC(=O)N1CCN(c2ncc(C(F)(F)F)cc2Cl)CC1)c1ccc(Br)o1
→ -1%	2%	1%
- COc1cccc(N2CC(C(=O)Nc3nnc(SCc4cccnc4)s3)CC2=O)c1 (stereo not given)
→ 10%	-3%	-2%
- CCc1nnc(NC(=O)CSc2nc(-c3ccc(F)cc3)cc(-c3ccccc3)c2C#N)s1
→ -2%	0%	4%
- COC(=O)c1ccc2c(=O)n(CCCCCC(=O)NCc3ccc(Cl)cc3)c(=O)[nH]c2c1
→ /	-1%	12%
- COc1ccc(CCNc2cc(C)nc3c(-c4ccccc4)c(C)nn23)cc1OC
→ 5%	3%	-14%
- CCCOc1ccc(C(=O)Nc2ccc3oc(-c4ccc5ccccc5c4)nc3c2)cc1
→ /	0%[12.3 µM]	3%

Shown as tab-separated lines: part of the list above.
mol	N370S GC mod	TDP1 block	FEN1 inhibitor
COc1ccc2[nH]c(-c3ccc(F)cc3F)cc(=O)c2c1	13%[89.1 µM]	5%	/
O=C(CCSc1nc(-c2ccc3c(c2)OCO3)cc(C(F)(F)F)n1)NCc1ccccc1	12%	1%	4%
